KCNH2 3.1 block – qHTS for Inhibitors of KCHN2 3.1: Mutant qHTS; U2OS KCNH2 3.1, thallium flux FluxOr; active compounds read low; AID 720553, 2013; activity change, % (tested at about 1.8 µM); Potassium voltage-gated channel subfamily H member 2, brain isoform KCNH2 3.1 (human); 340,000 compounds, 0.95% hits;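 active means maximum activity change below -70%; inconclusive means maximum activity change from -70% to -50%; inactive means maximum activity change above -50%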;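 further: thallium influx rate constant from kinetic fluorescence after stimulation buffer; on the % scale 0 is the no-effect control and ±100 the full control effect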
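U2OS cells transduced with KCNH2 3.1 mutant virus (1.77 x 10^8 /mL, 4 h), plated overnight at 37 C, loaded 45 min with FluxOr dye plus Red40 quencher. Thallium flux rate constant from kinetic reads after stimulation buffer, normalised to controls.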
USP2a block – qHTS Assay for Inhibitors of Ubiquitin-specific Protease USP2a Using CHOP2 as the Reporter | Ubiquitin carboxyl-terminal hydrolase 2 (Homo sapiens), O75604 | USP2 core, Ub-CHOP2 coupled fluorogenic reporter, 485/531 | Potency, µM (highest dose often 38.3 µM), for the others: at the top dose activity change, negative = inhibition, actives largely listed as inhibitors | 330,000 compounds, 0.01% hits | AID 463254, 2010;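 further: potency means the concentration at half of the fitted maximal effect; plate controls were DMSO wells for no effect and full inhibition by NEM control for full effect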
Target sequence (O75604 whole entry, looked up): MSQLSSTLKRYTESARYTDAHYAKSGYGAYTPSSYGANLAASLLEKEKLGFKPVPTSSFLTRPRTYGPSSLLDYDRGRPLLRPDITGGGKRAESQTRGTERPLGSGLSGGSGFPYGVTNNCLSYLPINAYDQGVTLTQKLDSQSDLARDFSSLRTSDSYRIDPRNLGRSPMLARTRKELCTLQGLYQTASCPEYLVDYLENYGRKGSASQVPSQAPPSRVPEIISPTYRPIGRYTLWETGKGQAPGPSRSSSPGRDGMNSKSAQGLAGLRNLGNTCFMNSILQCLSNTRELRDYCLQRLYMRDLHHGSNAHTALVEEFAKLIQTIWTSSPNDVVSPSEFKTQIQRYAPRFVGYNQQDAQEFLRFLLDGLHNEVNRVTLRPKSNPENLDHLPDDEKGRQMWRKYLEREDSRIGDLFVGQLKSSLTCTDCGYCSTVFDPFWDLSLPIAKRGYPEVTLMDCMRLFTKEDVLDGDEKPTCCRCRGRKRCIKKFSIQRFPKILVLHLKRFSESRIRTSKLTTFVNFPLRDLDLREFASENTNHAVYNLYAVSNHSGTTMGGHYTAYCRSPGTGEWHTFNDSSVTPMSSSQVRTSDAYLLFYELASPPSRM
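USP2 core (10nM final) preincubated 30min RT with compound in 20mM Tris-HCl pH 8.0, 2mM CaCl2, 2mM beta-mercaptoethanol, 0.05% CHAPS; 25nM Ub-CHOP2 plus 25nM reporter substrate added, fluorescence (Ex485/Em531) read after 60min.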
TRPV1 agonist – HTS Assay for Compounds that Act as Agonists of the Vanilloid Receptor 1; Transient receptor potential cation channel subfamily V member 1 (Homo sapiens), Q8NER1; TRPV1-expressing cells, Fluo-8 calcium influx, agonist mode; activation, % at 8.33 µM; 320,000 compounds, 0.19% hits; AID 540275, 2011; in the data active means activation above about 80%; inconclusive means between about 30% and that limit; further: 0% is about no effect
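Fluo-8 calcium influx in TRPV1-expressing cells, kinetic read (ex 480/em 520 nm). Compound added and read 3 min for agonist activity, followed by capsaicin at EC20 final and 2 min further read for enhancement.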
MLL CXXC-DNA inh – qHTS Fluorescence Polarization Assay for Inhibitors of MLL CXXC domain - DNA interaction; Histone-lysine N-methyltransferase 2A (Homo sapiens), Q03164; MLL-CXXC / FITC-HOXA9 DNA fluorescence polarization; Potency, µM (doses to about 115 µM), for the others: at the top dose activity change, negative = inhibition, actives largely listed as inhibitors; 290,000 compounds, 0.037% hits; AID 2662, 2010; active means well fitted inhibition curve with a large enough effect in the polarisation, with a control signal flat, not every such curve was filed as active; inconclusive means small, poorly fitted or top-dose-only effect, or effect the other way, or a change in a side signal; inactive means no such curve, though single readings can be large or run the other way; the % refers to the polarisation; further: potency means the concentration at half of the fitted maximal effect
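Steps: dispense CXXC domain solution (7 uM) → pin compounds or unlabeled HOX-A9 DNA control → 5 min ambient → add FLSN-HOX-A9 solution (50 nM) → spin → 30 min ambient → fluorescence polarization. Tris pH 7.5/NaCl/DTT/BSA buffer.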
PKM2 activator – qHTS Assay for Activators of Human Muscle isoform 2 Pyruvate Kinase | purified PKM2, Kinase-Glo ATP luminescence, activation; response scale: 0% is enzyme alone, no compound | Potency, µM (highest dose often 57.5 µM), without a hit: at the highest dose activation, actives largely listed as activators | 260,000 compounds, 0.34% hits | AID 1631, 2009; further: potency means the concentration at half of the fitted maximal effect; on the % scale 0 is the no-effect control and ±100 the full control effect; nearly all actives have a fitted effect of over 55% in size
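Purified hPK-M2 (>95%) run at intermediate activity with 0.1 mM ADP and 0.5 mM PEP in 50 mM imidazole pH 7.2, KCl, MgCl2; 1 h room temperature. ATP formed read by Kinase-Glo luminescence; normalized to uninhibited and no-enzyme controls.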
Giardia kill – Small Molecules that selectively kill Giardia lamblia: qHTS; Giardia lamblia trophozoite viability; activity change, % at 7.66 µM, hits read low; AID 540267, 2011; 340,000 compounds, 0.15% hits; in the data active means activity change below about -80%; inconclusive means between about -30% and that limit;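 further: parasites exposed to compound for two days anaerobically before the ATP read; on the % scale 0 is the no-effect control and ±100 the full control effect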
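ATP-content bioluminescence gauges trophozoite survival. Cells (100/well) receive compound and incubate anaerobically for 48 hrs at 37 deg C; detection reagent follows for 15-30 min at room temperature.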
GALK inh – qHTS Assay for Inhibitors of Human Galactokinase (GALK); P51570; Potency, µM (highest dose often 57.5 µM), without a hit: at the top dose activity change, negative = inhibition, most hits filed as inhibitors; 270,000 compounds, 0.007% hits; AID 1868, 2009; Purified GALK, Kinase-Glo residual ATP luminescence; further: potency means the concentration at half of the fitted maximal effect; on the % scale 0 is the no-effect control and ±100 the full control effect
Target sequence (P51570 whole entry, looked up): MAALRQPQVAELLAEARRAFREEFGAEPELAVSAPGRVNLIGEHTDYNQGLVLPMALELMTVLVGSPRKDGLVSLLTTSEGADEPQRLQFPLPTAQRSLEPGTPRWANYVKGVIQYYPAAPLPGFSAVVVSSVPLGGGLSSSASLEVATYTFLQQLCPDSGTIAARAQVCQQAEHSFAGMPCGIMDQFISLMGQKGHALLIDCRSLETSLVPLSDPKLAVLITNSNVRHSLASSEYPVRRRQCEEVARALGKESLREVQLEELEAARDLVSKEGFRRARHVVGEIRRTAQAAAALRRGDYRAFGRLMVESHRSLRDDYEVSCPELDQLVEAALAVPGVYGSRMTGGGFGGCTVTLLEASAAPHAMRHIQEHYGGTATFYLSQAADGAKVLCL
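Luminescence from leftover ATP (Ultra-Glo luciferase/luciferin) served as read-out after a 1 h room-temperature reaction of 5 nM GALK with 35 uM ATP and 100 uM galactose.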
KCNH2 WT inh – qHTS for Inhibitors of KCHN2 3.1: Wildtype qHTS; 340,000 compounds, 0.37% hits; Voltage-gated inwardly rectifying potassium channel KCNH2 (Homo sapiens), Q12809; activity change, % at 1.84 µM; U2OS, BacMam KCNH2, thallium flux FluxOr; active compounds read low;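 active means maximum activity change below -70%; inconclusive means maximum activity change between -70% and -50%; inactive means maximum activity change above -50%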; further: on the % scale 0 is the no-effect control and ±100 the full control effect
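U2OS cells transduced with wild-type KCNH2 virus are loaded with FluxOr dye for 45 min, and thallium flux is measured in kinetic reads before and after stimulation buffer. Rate constants are normalized to DMSO controls.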
Menin-MLL TR inh – qHTS Assay for Inhibitors Targeting the Menin-MLL Interaction in MLL Related Leukemias: Competition With Texas Red Labeled MLL-derived Mutant Peptide; Potency, µM (doses to about 61.6 µM), for inactives: top-dose FP activity change, negative = inhibition, usual class: inhibitors; Menin + Texas Red MLL mutant peptide, fluorescence polarization; AID 1768, 2009; 270,000 compounds, 0.23% hits; active means well fitted inhibition curve with a large enough effect in the polarisation, with a control signal flat, not every such curve was filed as active; inconclusive means small, poorly fitted or top-dose-only effect, or effect the other way, or a change in a side signal; inactive means no such curve, though single readings can be large or run the other way; the % refers to the polarisation; further: potency means the concentration at half of the fitted maximal effect; % of control where 0% means no effect; many of its hits are not listed in these tables
B2AR arrestin – qHTS assay of beta-arrestin-biased ligands of beta2-adrenergic receptor; Potency, µM (highest dose often 46.1 µM), inactives show at the highest dose activation, usual class: activators; beta-arrestin recruitment to beta2AR, cell-based reporter; 330,000 compounds, 0.02% hits;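 further: potency means the concentration at half of the fitted maximal effect; 0% = DMSO controls and full agonism = EC100 isoproterenol or metaproterenol; nearly all actives have a fitted effect of over 65% in size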
FBPA coupling cs – qHTS Assay for Inhibitors of Fructose-1,6-bisphosphate Aldolase from Giardia Lamblia: Coupling assay counterscreen; 290,000 compounds, 0.67% hits; activity change, negative = inhibition, % at 58.2 µM, hits read low; coupling enzyme system counterscreen, AmpLite Red fluorescence; in the data active means activity change below about -30%; further: on the % scale 0 is the no-effect control and ±100 the full control effect
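First, compound is pin-transferred into glyceraldehyde-3-phosphate coupling-enzyme reagent at 57.5 uM final and held 10 min at RT. Next, substrate, coupling system and AmpLite Red are added. After 20 min RT, fluorescence (525/598 nm) is read.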
The depositor's hits bear a star; ? = inconclusive; . = no result given; [ ] = dose if it differs, or a comment. Unless noted, the call rests on the fitted dose curve; in most records, active means well fitted curve in the direction sought with a large enough effect; inconclusive means small, poorly fitted or top-dose-only effect, or another doubt; inactive means no such curve, though single readings can be large; an effect the other way counts as inactive or inconclusive. An excerpt; rates above refer to the full screens.

SMILES | KCNH2 3.1 block | USP2a block | TRPV1 agonist | MLL CXXC-DNA inh | PKM2 activator | Giardia kill | GALK inh | KCNH2 WT inh | Menin-MLL TR inh | B2AR arrestin | FBPA coupling cs
NC(=O)c1ccccc1N/C=C/C(=O)c1cccs1 | -17 | -2% | -3 | 7% | 9% | -2 | 1% | 10 | 2% | 0.4% | -1
CCOc1cc(S(=O)(=O)N(CC)CC)ccc1F | -1 | 1% | 0 | 2% | 7% | 3 | 2% | 14 | -1% | 0.4% | 4
Cc1nc(C)c(C(=O)C2=C(O)C(=O)N(CCN(C)C)C2c2cccs2)s1 (stereo not given) | 1 | 0% | -2 | -8% | -2% | 28 | 1% | -3 | -10% | -0.1% | 0
CCO[C@@H]1OC(C(=O)NC2CC2)=C[C@H](c2ccc(Br)cc2)[C@H]1CCCO | . | 0% | 5 | -6% | 0% | -21 | -1% | . | . | -0.5% | 0
CCCC1S/C(=N/N=C/c2ccc(OC)cc2)N(Cc2ccccc2)C1=O (stereo not given) | -36 | 2% | 5 | 1% | 4% | 0 | -3% | 1 | . | -0.1% | 1
O=C1CCCc2nc(N3CCN(C(=O)c4ccco4)CC3)ncc21 | 14 | 5% | 2 | 5% | 2% | -6 | -1% | -2 | . | 0.4% | .
O=C(O)c1cnn(-c2nc(-c3ccc(Cl)cc3)cs2)c1C(F)(F)F | 13 | 1% | 3 | 1% | . | 4 | 2% | -8 | 37%[activator] | -0.3% | 13
Cn1c(C(=O)NCCN2CCCCCC2)cc2c(=O)n(C)c3ccccc3c21 | -26 | -2% | 1 | -3% | 15% | 6 | 3% | -2 | ? | -0.2% | -15
Cn1c(=O)c2c(nc(SCc3ccccc3)n2Cc2ccc(Cl)cc2)n(C)c1=O | 8 | 4% | 1 | 2% | 8% | -7 | -2% | 4 | 1% | 2.1% | 0
CCCC12CN3CC(C)(CN(C1)C3c1ccc(OC(C)C)cc1)C2=O (stereo not given) | -2 | 1% | -3 | 7% | -2% | -14 | 7% | -1 | -17% | -1.0% | 1
COc1ccc(C(c2nnnn2CCc2ccccc2)N2CCN(C3CCCC3)CC2)cc1OC (stereo not given) | 12 | 3% | 0 | 0% | -5% | 11 | 4% | 38 | -5% | 0.1% | -1
O=C(CN(C(=O)CCC(=O)Nc1nccs1)c1ccc2c(c1)OCO2)NCc1ccccc1 | 1 | 2% | 6 | -4% | . | 7 | -2% | 3 | . | -0.4% | -2
Cc1ccc(N2CC(C(=O)Nc3cccc(C(=O)NC4CC4)c3)CC2=O)cc1 (stereo not given) | -4 | 4% | 2 | . | . | 15 | . | -1 | . | -0.3% | .
CC(=O)c1cc2c(cc1NC(=O)CSc1nc3ccc(C)cc3[nH]1)OCO2 | -6 | 0% | -6 | 3% | 2% | -22 | -4% | 1 | -7% | 0.2% | 1
Cc1cc(C)c2c(NC(=S)NC(=O)c3ccccc3)n[nH]c2n1 | 7 | 3% | 2 | 4% | 1% | 10 | 0% | -4 | -1% | -0.1% | 0
COc1ccc(CCNS(=O)(=O)c2cn(C)c(=O)n(C)c2=O)cc1 | 34 | 0% | -1 | 1% | -20% | 5 | 1% | 2 | 7% | -0.4% | -1
O=C1C(C=NCC2CCCO2)=C(O)c2ccccc21 (stereo not given) | 4 | -1% | 1 | 12% | 4% | 6 | 6% | 12 | 4% | -0.1% | 0
COCc1cc(=O)[nH]c(Nc2nc(C)c3ccccc3n2)n1 | -4 | 2% | -2 | 13% | 6% | ? | 1% | -6 | -12% | -0.3% | 2
CC1=CC2=NC(=O)/C(=C\c3cccn3CCOc3ccc(C)c(C)c3)C(=N)N2O1 | -13 | 1% | 11 | 6% | 0% | -9 | 1% | 4 | ? | -0.3% | -4
CCn1cc([N+](=O)[O-])c(C(=O)N2N=C(c3ccc4ccccc4c3)CC2c2cc(Br)ccc2O)n1 (stereo not given) | -4 | 0% | -1 | 18% | 1% | 3 | -3% | 0 | 11µM* | 0.4% | -4
COc1ccc2c(c1)cc(C(=O)N[C@H](C(=O)N1CCC(C(=O)O)CC1)C(C)C)n2C | 13 | 1% | -1 | 24% | . | -20 | . | 9 | -17% | -1.1% | 1
Cc1ccccc1Nc1nc(N)nc(CSc2n[nH]c(N)n2)n1 | -33 | 2% | -1 | -2% | -5% | 19 | -2% | -7 | . | -0.2% | 1
COc1ccc(/C=N/n2cnnc2)cc1Cn1nc(C)c([N+](=O)[O-])c1C | -3 | -1% | 7 | 3% | 11% | 8 | 0% | . | -12% | -0.2% | 1
Cc1nc2ccccc2c(=O)n1NC(=O)C1CCCCC1 | 0 | 2% | 5 | 3% | -1% | -6 | 2% | -2 | 13% | 0.0% | 3
Cc1ccc(C(=O)NCC(=O)N2CCC3(CC2)NCCc2[nH]cnc23)cc1C | -4 | -8% | -2 | 16% | . | 6 | -1% | -3 | . | 0.1% | .
SMILES | KCNH2 3.1 block | USP2a block | TRPV1 agonist | MLL CXXC-DNA inh | PKM2 activator | Giardia kill | GALK inh | KCNH2 WT inh | Menin-MLL TR inh | B2AR arrestin | FBPA coupling cs
CCc1ccc(NC(=O)CCCN2C(=O)C3CC=CCC3C2=O)cc1 (stereo not given) | -24 | 5% | 27 | 0% | -1% | -8 | -7% | -12 | . | 0.0% | .
Cc1ccc(-c2nnn(CC(=O)N(Cc3ccco3)C(C(=O)NC3CCCC3)c3cccs3)n2)o1 (stereo not given) | 23 | 5% | 2 | -7% | -1% | 0 | -3% | 4 | -21% | -0.6% | 1
CC1CCCCN1CCCNC(=O)c1cc(Br)c(Br)[nH]1 (stereo not given) | -24 | 3% | 0 | 0% | -7% | 34[activator] | -1% | 18 | -6% | -0.9% | 0
Cc1ccc(-c2noc(CCC(=O)NC3CCN(Cc4ccccc4)CC3)n2)cc1 | -34 | -2% | -2 | -7% | 2% | -2 | 0% | 37 | -27% | -1.7% | 1
CCSc1nnc(NC(=O)CSc2nnc(CNC(=O)c3ccccc3F)o2)s1 | 7 | 3% | 2 | ? | 8% | -22 | 1% | 2 | 4% | -0.9% | 1
COc1ccc(-n2c(C)nc3cc(C(=O)NCc4ccc5c(c4)OCO5)ccc32)cc1 | -7 | -6% | -1 | 9% | -1% | 10 | 1% | -1 | -14% | -0.2% | 4
CCN(CC)C(=O)CSc1nnc(-c2ccccc2)o1 | -4 | 3% | 3 | -8% | -2% | -6 | -2% | -10 | -4% | 0.2% | 0
COc1ccccc1NC(=O)CCc1nnc2ccc(N3CCN(C)CC3)nn12 | 5 | 2% | 0 | 21% | . | -22 | -1% | 10 | . | 0.4% | .
CCOC(=O)N1CCN(C(=O)COc2cccc3c2CCN(Cc2ccccc2F)C3=O)CC1 | 4 | 0% | 3 | 16% | 22% | -22 | 1% | 1 | -12% | -0.2% | -3

Retrieved by compound from the list above:
SMILES | KCNH2 3.1 block | USP2a block | TRPV1 agonist | MLL CXXC-DNA inh | PKM2 activator | Giardia kill | GALK inh | KCNH2 WT inh | Menin-MLL TR inh | B2AR arrestin | FBPA coupling cs
COc1ccccc1NC(=O)CCc1nnc2ccc(N3CCN(C)CC3)nn12 | 5 | 2% | 0 | 21% | . | -22 | -1% | 10 | . | 0.4% | .
CCOC(=O)N1CCN(C(=O)COc2cccc3c2CCN(Cc2ccccc2F)C3=O)CC1 | 4 | 0% | 3 | 16% | 22% | -22 | 1% | 1 | -12% | -0.2% | -3
Cc1ccc(-c2noc(CCC(=O)NC3CCN(Cc4ccccc4)CC3)n2)cc1 | -34 | -2% | -2 | -7% | 2% | -2 | 0% | 37 | -27% | -1.7% | 1
CCc1ccc(NC(=O)CCCN2C(=O)C3CC=CCC3C2=O)cc1 (stereo not given) | -24 | 5% | 27 | 0% | -1% | -8 | -7% | -12 | . | 0.0% | .

Assay outcomes (PubChem)
